Screening results (PubChem BioAssay)
Sm TGR block = qHTS Assay for the Inhibitors of Schistosoma Mansoni Peroxiredoxins. purified TGR, DTNB reduction, TNB absorbance 405 nm. Potency, µM (highest dose often 114 µM), without a hit: at the highest dose activity change, negative = inhibition, usual class: inhibitors. actives 3% (n = 360,000). AID 485364, 2010; also: potency is read from the fitted curve at half-maximal effect; nearly all actives have a fitted effect of over 60% in size
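First, TGR (20 nM dispensed) and NADPH were mixed with compound. Second, a 15 min room-temperature incubation followed. Third, further NADPH and then DTNB were added to start the reaction. Finally, TNB absorbance was monitored kinetically.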
AMA1 RON2 block = qHTS for Inhibitors of AMA1-RON; Towards Development of Antimalarial Drug Lead: Primary Screen | Plasmodium falciparum AMA1 (3D7) - RON2 peptide interaction | Potency, µM (highest dose often 58.2 µM), for inactives: top-dose activity change, negative = inhibition, most hits filed as inhibitors | actives 0.2% (n = 360,000) | AlphaScreen AMA1-biotinylated RON2 peptide binding;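 also: potency is read from the fitted curve at half-maximal effect; 0% = vehicle wells and -100% = peptide control; nearly all actives have a fitted effect of over 45% in size; some results filed as inactive show a strong effect at the top dose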
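AMA1 (3D7) with his tag at 25 nM final met compounds first, then biotinylated RON2 peptide at 25 nM; detection used donor plus acceptor beads, 10 µg/mL apiece, read by AlphaScreen after 30 min at room temperature.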
HCMV antiviral = qHTS Assay for inhibitors of the human cytomegalovirus (HCMV); HFF cells, HCMV-luciferase reporter, 72 h; hits give low values; activity change, negative = inhibition, % at 57.5 µM; actives 4.5% (n = 410,000); in the data active = activity change below about -60%; inconclusive = no clear call, values can overlap the other calls; inactive = above about -39%
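Human foreskin fibroblasts infected with luciferase-reporter HCMV at MOI 1 PFU/cell, compounds at two doses. Luciferase measured 72 h post infection; normalized to buffer-only basal and Salinomycin (10uM) controls.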
FBPA Giardia inh = qHTS Assay for Inhibitors of Fructose-1,6-bisphosphate Aldolase from Giardia Lamblia; A8B2U2; purified Giardia FBPA; Potency, µM (highest dose often 59.6 µM), for the others: at the top dose activity, negative = inhibition, actives largely listed as inhibitors; actives 0.71% (n = 290,000); also: potency is read from the fitted curve at half-maximal effect; nearly all actives have a fitted effect of over 55% in size
Target sequence (A8B2U2 whole entry, looked up): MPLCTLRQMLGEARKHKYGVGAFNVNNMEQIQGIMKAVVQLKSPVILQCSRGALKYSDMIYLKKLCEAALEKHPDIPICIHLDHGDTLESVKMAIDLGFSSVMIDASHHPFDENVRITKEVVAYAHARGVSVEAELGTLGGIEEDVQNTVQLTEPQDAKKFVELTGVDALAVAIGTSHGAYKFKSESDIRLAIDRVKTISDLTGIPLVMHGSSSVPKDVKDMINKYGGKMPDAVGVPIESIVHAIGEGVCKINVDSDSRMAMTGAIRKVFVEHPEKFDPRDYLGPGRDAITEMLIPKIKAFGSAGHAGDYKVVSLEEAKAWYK
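Giardia FBPA (40 nM reagent) was preincubated 10 min at RT with compound (up to 57.5 uM final), then substrate plus GAPDH/TPI/NAD/arsenate coupling system with diaphorase/resazurin was added; resorufin fluorescence (525/598 nm) was read after 20 min.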
AmpC inh no detg = qHTS Inhibitors of AmpC Beta-Lactamase (assay without detergent) | P00811 | AmpC nitrocefin hydrolysis, absorbance 480 nm, 0.0001% Triton | Potency, µM (doses to about 57.1 µM), without a hit: at the highest dose activity change, negative = inhibition, actives largely listed as inhibitors | actives 0.52% (n = 330,000) | AID 485341, 2010;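 also: potency is read from the fitted curve at half-maximal effect; plate controls were no compound for no effect and no enzyme for full effect; nearly all actives have a fitted effect of over 20% in size; some results filed as inactive show a strong effect at the top dose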
Target sequence (P00811 whole entry, looked up): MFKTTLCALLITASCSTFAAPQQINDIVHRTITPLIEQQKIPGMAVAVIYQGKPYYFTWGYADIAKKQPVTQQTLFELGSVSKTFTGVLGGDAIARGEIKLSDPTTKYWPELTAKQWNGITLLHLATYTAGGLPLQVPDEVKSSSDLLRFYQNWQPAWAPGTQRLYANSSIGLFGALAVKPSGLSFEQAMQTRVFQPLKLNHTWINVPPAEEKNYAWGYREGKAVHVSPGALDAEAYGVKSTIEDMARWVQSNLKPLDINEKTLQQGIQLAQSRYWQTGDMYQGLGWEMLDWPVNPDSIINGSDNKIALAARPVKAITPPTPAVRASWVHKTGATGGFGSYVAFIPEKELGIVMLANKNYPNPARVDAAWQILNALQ
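20 mM phosphate pH 7.0 + 0.01% (detergent screen) or 0.0001% Triton X-100; 5.3 nM AmpC reagent; cpd preinc 15 min RT; nitrocefin (800 uM stock) to start; A480 q20 s × 4 min; Activity was normalised to no-enzyme and no-compound control wells.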
AmpC inh detg = qHTS Inhibitors of AmpC Beta-Lactamase (assay with detergent); P00811; AmpC hydrolysis of nitrocefin, absorbance 480 nm, 0.01% Triton; Potency, µM (titrated, usually from 114 µM), for inactives: top-dose activity change, negative = inhibition, most hits filed as inhibitors; actives 0.041% (n = 370,000);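 also: potency is read from the fitted curve at half-maximal effect; 0% = no-compound wells and -100% = no-enzyme wells; nearly all actives have a fitted effect of over 25% in size; some results filed as inactive show a strong effect at the top dose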
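20 mM phosphate pH 7.0 + 0.01% (detergent screen) or 0.0001% Triton X-100; 5.3 nM AmpC reagent; cpd preinc 15 min RT; nitrocefin (800 uM stock) to start; A480 q20 s × 4 min; Activity was normalised to no-enzyme and no-compound control wells.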
Numbers without * were called inactive; ? = inconclusive; nt = no result given; [ ] = dose if it differs, or a comment. Unless noted, calls follow the shape of the dose curve; as a rule, active = well fitted curve in the direction sought with a large enough effect; inconclusive = small, poorly fitted or top-dose-only effect, or another doubt; inactive = no such curve, though single readings can be large; an effect the other way counts as inactive or inconclusive. Unless noted, % is scaled to controls: 0 for no effect and ±100 for the full control effect.

SMILES	Sm TGR block	AMA1 RON2 block	HCMV antiviral	FBPA Giardia inh	AmpC inh no detg	AmpC inh detg
COc1ccc(NC(=O)c2cccnc2)cc1OCC(C)C	-8%	-7%	25	16%	-15%	-13%
N#Cc1c(-c2ccccc2)nc(SCc2ccc(Cl)cc2)[nH]c1=O	8%	-5%	-26	17%	-31%	2%
CCN(CC)c1cc(C)c2cc(NC(=O)/C=C/c3ccccc3OC(C)C)ccc2n1	-4%	nt	?	nt	nt	10%
CC1CCC(N(CCCN)Cc2ccco2)CC1C (stereo not drawn)	-5%	-4%	-14	-2%	-1%	-11%
CC(C)COc1cccc(C(=O)NNC(=O)C2COc3ccccc3O2)c1 (stereo not drawn)	-18%	145%[activator]	-8	nt	-21%	?
COc1c(Cl)cc(C(=O)Nc2ccccc2C(=O)O)cc1Cl	-7%	-13%	-22	9%	-26%	?
CCOc1ccc(-n2c(SCC(=O)OC)nc3sc4c(c3c2=O)CCN(C)C4)cc1	5%	-4%	?	-27%	71%[activator]	-6%
O=C(Nc1cccc(C(=O)O)c1)/C(=C\c1ccccc1)NC(=O)c1ccccc1Cl	-3%	1%	-20	4%	-12%	-3%
COc1ccc(N2CCN(S(=O)(=O)CCNC(=O)/C=C/c3ccc4c(c3)OCO4)CC2)cc1	-2%	-8%	-39	nt	-25%	?
COc1ccc(NC(=O)c2ccc3c(=O)n(-c4ccc(OC)cc4OC)c(=S)[nH]c3c2)c(OC)c1	-5%	46%[activator]	-24	-7%	23%	-11%
CC(C)c1ccc(OCC(O)Cn2cnc3ccccc32)cc1 (stereo not drawn)	0%	-5%	28	?	39%	-17%
Cc1no[n+]([O-])c1COc1ccc(/C=C(\C#N)C(N)=O)cc1	3%	-5%	?	1%	-20%	-8%
CCOc1ccc(/C=N/NC(=S)NC2CC3CCC2C3)cc1 (stereo not drawn)	8%	40%[activator]	?	0%	-34%	-7%
CCN1CCN(c2oc(-c3ccco3)nc2C#N)CC1	2%	-11%	-14	0%	-9%	4%
CCOC(=O)c1c(C)n(Cc2ccccc2)c2ccc(OCC(O)CNC(C)(C)C)cc12 (stereo not drawn)	6%	-14%	?	8%	103%[activator]	-16%
COC(OC)c1ccnc(-c2ccc(OC(=O)c3ccc(F)cc3)cc2)n1	4%	21%	52	2%	-3%	?
Cc1nc(NC(=O)c2ccccc2)sc1-c1csc(Nc2ccc(F)cc2)n1	-33%	nt	nt	-9%	-31%	0%
O=C(N/C(=C/c1cccc([N+](=O)[O-])c1)C(=O)N1CCCCC1)c1cccs1	4%	-5%	5	0%	-12%	-8%
Cc1nc(NCCc2ccccc2)c2nnn(Cc3ccccc3)c2n1	5%	-4%	0	0%	-18%	-12%
O=C(NCc1ccccc1)c1ccc(Cl)c(S(=O)(=O)N2CCCC2)c1	nt	-6%	-25	nt	3%	nt
O=c1oc2cc(O)ccc2cc1-c1nc2c(s1)CCc1ccccc1-2	-4%	18%[11.6 µM]	19	?	-42%	-11%
Cc1cccc(NC(=O)CSc2nc3ccccc3c(=O)n2C)c1	2%	-6%	?	2%	-15%	-2%
O=C1CCCC(O)=C1N=Nc1cccc(S(=O)(=O)N2CCOCC2)c1	0%	6%	?	-12%	-6%	-2%
NNc1nc(-c2ccccc2)cc(-c2ccccc2O)n1	-14%	48%[activator]	13	4%	-24%	-1%
Cc1ccc(C)c(N2CCN(C(=O)c3ccc(CS(=O)Cc4cccc(Cl)c4)o3)CC2)c1 (stereo not drawn)	-46%	0%	6	10%	155%[activator]	?
Cc1cccc(C)c1OCC(=O)N=Nc1c(O)[nH]c2ccc(Br)cc12	-11%	-9%	-38	-3%	-27%	-12%
COc1ccc(CN2CCN(Cc3ccc(C)cc3)CC2)c(OC)c1	-23%	-27%	-10	14µM*	2%	-3%
COc1cc(NC(=O)c2cc(C(C)C)on2)c(OC)cc1Cl	8%	-4%	85	-9%	49%	-8%
Cc1ccc(-c2cnc(-c3ccncc3)o2)cc1	-11%	-2%	51	1%	3%	-2%
COC(=O)Nc1sccc1C(=O)Nc1sccc1C(=O)OC	-13%	-9%	?	5%	-15%	1%
CCn1nc(C)c(CN2CCC(Oc3ccc(C(=O)N4CCCC4)cc3)CC2)c1C	-15%	-5%	0	5%	-12%	-9%
CC(C)NC(=O)CN(C(=O)CCC(=O)Nc1nccs1)c1ccc2c(c1)OCO2	2%	7%	-16	nt	-1%	3%
Cc1cccc(C)c1NC(=O)CN(C)C(C)C(=O)NCC(=O)Nc1ccc(F)c(F)c1F (stereo not drawn)	-3%	128%[activator]	3	nt	-6%	0%
CCOc1ccccc1C1C(C#N)=C(N)Nc2onc(-c3ccccc3)c21 (stereo not drawn)	0%	-2%	7	-18%	-35%	?
Cc1cc(C)nc(N2CCC(C(=O)NCCc3ccc(F)cc3)CC2)n1	4%	-4%	-16	2%	-1%	?
O=C1CN(C(=O)COc2ccccc2)C(c2ccc(F)cc2)c2cc(Br)ccc2N1 (stereo not drawn)	0%	nt	3	nt	nt	?
Cc1ccc(NC(=O)CSCC(=O)Nc2cccc3ncccc23)cc1	-4%	15%	-9	nt	-10%	-10%
CC(C)CCNC(=O)c1ccc2c(Cl)c3c(nc2c1)CCC3	0%	-5%	-4	9%	92%[activator]	1%
CC(=O)c1ccccc1Oc1cc(NN2CCCCC2)c([N+](=O)[O-])cc1[N+](=O)[O-]	0%	-16%	-26	6%	-38%	4%
C=CCNC(=O)c1onc(CSc2ccccn2)c1C(=O)NCC=C	7%	9%	-6	4%	0%	1%
O=[N+]([O-])c1cccn2cc(-c3ccc(Br)cc3)nc12	-4%	?	-62*	3%	-5%	2%
Cc1ccc(Cn2c(=N)c(C(=O)NC3CCCC3)cc3c(=O)n4ccccc4nc32)cc1	-12%	0%	nt	7%	-16%	?
C=CCNC(=O)/C(C#N)=C/c1c(N(Cc2ccccc2)Cc2ccccc2)nc2ccccn2c1=O	-7%	0%	-9	6%	138%[activator]	-5%
CCOC(=O)CSc1nc2sc3c(c2c(=O)[nH]1)CC(C)(CC)OC3 (stereo not drawn)	-21%	25%	-12	?	-16%	?
Cc1cc(C)c(C2C(C#N)=C(N)Oc3n[nH]c(C)c32)cc1CN1CCOCC1 (stereo not drawn)	-1%	-2%	-34	0%	-7%	3%
O=C1C=C(/C=C/c2ccccc2)C[C@@H](c2ccc(F)cc2)C1	-34%	-11%	56	nt	-25%	-1%
COc1ccc(C)cc1NC(=O)c1cccn(Cc2cccc([N+](=O)[O-])c2)c1=O	-3%	nt	14	nt	nt	2%
O=C(CN1CCN(C(=O)c2cccs2)CC1)Nc1ccc(Br)cc1	-8%	6%	-39	0%	24%	1%
COc1ccc(/C=C2\SC(=O)N(CCCC(=O)Nc3ccc(C(=O)O)cc3)C2=O)cc1OC	-11%	5%	?	nt	-9%	0%
CN(C(=O)Cn1cnc2onc(-c3ccc(F)cc3)c2c1=O)c1ccccc1Cl	6%	nt	-6	nt	nt	-2%
Next part.
SMILES	Sm TGR block	AMA1 RON2 block	HCMV antiviral	FBPA Giardia inh	AmpC inh no detg	AmpC inh detg
CSc1nc(=S)n(-c2ccc([N+](=O)[O-])cc2)c(C)c1C(C)=O	9%	-4%	-19	-7%	16%	4%
CCc1cc2ccc(C)cc2nc1SCC(=O)NNC(=O)c1ccco1	6%	90%[activator]	?	14%	-24%	-17%
CCc1cc2c(=O)n(N)c(CCC(=O)O)nc2s1	-10%	-3%	-21	3%	-31%	-6%
CCn1cc(S(=O)(=O)c2cc(C)cc(C)c2)c(=O)c2cc(F)c(N3CCC(C)CC3)cc21	-2%	nt	5	nt	nt	-3%
O=C(c1ccc(N2CCOCC2)cc1)N1CCCC(Nc2ccccc2)C1 (stereo not drawn)	-11%	-16%	0	-9%	-1%	-6%
Cc1ccc(N2C(=O)CC(Sc3cccs3)C2=O)cc1 (stereo not drawn)	7.1µM*	3%	-12	2%	-4%	6%
COC(=O)c1[nH]c2ccccc2c1NC(=O)CN1CCCc2ccccc21	26%	-25%	53	?	3%	-14%
Cc1cc([N+](=O)[O-])nn1CC(=O)Nc1nccs1	3%	-4%	62	-1%	-13%	0%
CC(C)(C)C(=O)Nc1cccc(OC(F)(F)C(F)Cl)c1 (stereo not drawn)	0%	22%	-14	-5%	-1%	4%
Cc1ccc2[nH]c(=O)c(CN(Cc3ccc4c(c3)OCO4)Cc3nnnn3C3CCCC3)cc2c1	-19%	-29%	-36	-3%	nt	?
COC(=O)C1=C(N)Oc2cc(C)n(CCCn3ccnc3)c(=O)c2C1c1ccc(Cl)cc1 (stereo not drawn)	3%	-11%	19	-2%	109%[activator]	?
O=C(NCCOc1nc(N2CCOCC2)nc(N2CCOCC2)n1)Nc1ccc(Cl)cc1	1%	-2%	?	3%	-4%	1%
Cc1cc(NC(=S)N(Cc2ccc(Cl)cc2)Cc2ccc(C(=O)O)cc2)ccc1Cl	0%	-4%	-62*	-19%	-22%	0%
O=C(Nc1ccc(C(=O)O)cc1)/C(=C\c1ccccc1)NC(=O)c1ccccc1	-26%	0%	-4	-3%	-14%	1%
N#CC(c1ccc(Cl)cc1)c1ccc2c(C(F)(F)F)cc(C(F)(F)F)nc2n1 (stereo not drawn)	20%	?	-106*	-14%	-17%	-16%
CCCN1Cc2cccc(C(=O)NC(CC(=O)OCC)c3ccc(OC(C)C)cc3)c2C1=O (stereo not drawn)	1%	-18%	?	-6%	174%[activator]	-6%
O=C(COc1ccc(Br)cc1CO)Nc1ccc(S(=O)(=O)N2CCCCC2)cc1	-4%	4%	-37	nt	-27%	-15%
COc1cc(CN2CCC(C(=O)N3CCCC(C)C3)CC2)cc(Br)c1O (stereo not drawn)	?	-8%	23	-13%	-6%	-11%
CCCCOC(=O)c1c(C)oc2ccc(NS(=O)(=O)c3ccc4c5c(cccc35)C(=O)N4)cc12	-5%	-2%	-20	-7%	-16%	-3%
